# GAA inh: qHTS Assay for Inhibitors of Human alpha-Glucosidase as a Potential Chaperone Treatment of Pompe Disease | purified human GAA, 4-MU-alpha-glucoside fluorescence | 0.005% of 200,000 active | Potency, µM (doses to about 76.9 µM), for the others: at the highest dose activity change, negative = inhibition, most hits filed as inhibitors | Lysosomal alpha-glucosidase (Homo sapiens), P10253;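 further: plate controls were uninhibited enzyme wells for no effect and no-enzyme background for full effect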
#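 Fluorescence at Ex 365/Em 440 nm from 4-methylumbelliferone reported enzyme activity after 20 min at room temperature. Reactions used 4 nM enzyme and 400 uM substrate at pH 5.0; curves fitted with the Hill equation.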
# GAA glycogen: qHTS Assay for Inhibitors and Activators of Human alpha-Glucosidase Cleavage of Glycogen. Lysosomal alpha-glucosidase (Homo sapiens), P10253. recombinant GAA, glycogen substrate, Amplex Red glucose oxidase fluorescence. Potency, µM (highest dose often 76.4 µM), for inactives: at the highest dose activity change, negative = inhibition, usual class: inhibitors. 0.38% of 300,000 active;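 further: 0% = full enzyme reaction and -100% = no-enzyme basal signal; the screen sought inhibitors and activators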
#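 Recombinant human alpha-glucosidase (4 nM final) hydrolysed bovine liver glycogen (30 ug) for 40 min at 37 C in pH 5.0 citrate/phosphate with 0.01% Tween-20. Released glucose detected by glucose oxidase/Amplex Red, Ex 573/Em 610 nm. Compounds up to 77 uM; AC50 from Hill fits.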
# ALDH1A1 inh: qHTS Assay for Inhibitors of Aldehyde Dehydrogenase 1 (ALDH1A1); AID 1030, 2008; Purified ALDH1A1, NADH fluorescence, propionaldehyde substrate; Aldehyde dehydrogenase 1A1 (Homo sapiens), P00352; 7.3% of 220,000 active; Potency, µM (highest dose often 75.3 µM), inactives show at the top dose activity, negative = inhibition, actives largely listed as inhibitors; active means well fitted inhibition curve with a large enough effect, not every such curve was filed as active; inconclusive means small, poorly fitted or top-dose-only effect, or another doubt; inactive means no such curve, though single readings can be large or run the other way;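 further: plate controls were no enzyme wells and a reference inhibitor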
# NPSR antag: qHTS Assay for Antagonists of the Neuropeptide S Receptor: cAMP Signal Transduction; Q6W5P4; CHO-NPSR cells, cAMP TR-FRET, antagonist mode; Potency, µM (titrated, usually from 38.3 µM), for inactives: at the top dose activity change, negative = inhibition, hits mostly inhibitors; 1% of 220,000 active; AID 1461, 2008; further: on the % scale 0 is the no-effect control and ±100 the full control effect; nearly all actives have a fitted effect of over 50% in size; many of its hits are not listed in these tables
# Target sequence (Q6W5P4 whole entry, looked up): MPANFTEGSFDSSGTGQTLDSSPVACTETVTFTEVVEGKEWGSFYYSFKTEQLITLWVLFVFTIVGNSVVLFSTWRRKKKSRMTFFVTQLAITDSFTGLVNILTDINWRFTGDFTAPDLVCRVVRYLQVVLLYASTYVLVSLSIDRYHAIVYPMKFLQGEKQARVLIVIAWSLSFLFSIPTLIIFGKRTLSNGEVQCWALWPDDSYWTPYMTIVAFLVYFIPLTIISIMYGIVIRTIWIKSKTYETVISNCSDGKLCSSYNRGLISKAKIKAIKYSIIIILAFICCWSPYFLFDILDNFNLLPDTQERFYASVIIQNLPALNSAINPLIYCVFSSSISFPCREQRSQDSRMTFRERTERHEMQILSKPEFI
# Tau fluor cs: Counterscreen qHTS for Inhibitors of Tau Fibril Formation, Fluorescence Polarization; 0.93% of 280,000 active; tau K18 P301L Alexa594 fluorescence, heparin fibrillization; Potency, µM (highest dose often 57.7 µM), for the others: top-dose activity change, negative = decrease; further: on the % scale 0 is the no-effect control and ±100 the full control effect; nearly all actives have a fitted effect of over 55% in size
#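 Human tau K18 P301L (15 uM unlabeled, 0.24 uM Alexa 594-labeled) in 100 mM sodium acetate pH 7 with 20 uM heparin, 6 hr at 37 C. ThT 30 uM added, 1 hr ambient; Alexa 594 FP and total fluorescence read at 555/632 nm.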
# Epigenetic derep: Quantitative High-Throughput Screen for Regulators of Epigenetic Control; 0.2% of 280,000 active; Potency, µM (highest dose often 53.9 µM), for the others: at the highest dose GFP activation, hits mostly activators; murine LDR cells, GFP reporter derepression, 30 h; further: % of control where 0% means no effect; nearly all actives have a fitted effect of over 60% in size
#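 Murine LDR cells carrying a silenced, genomically integrated CMV-driven GFP reporter were exposed to compound for 30 hours at 37 C. After PBS washes, GFP-positive cells (20–120 um objects) were counted by laser-scanning microplate cytometry.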
# GAA spleen mod: qHTS Assay for Inhibitors and Activators of Human alpha-Glucosidase From Spleen Homogenate; Lysosomal alpha-glucosidase (Homo sapiens), P10253; human spleen homogenate, 4-MU-alpha-glucoside fluorescence; Potency, µM (series often up to 79.9 µM), for the others: at the highest dose activity change, negative = inhibition, usual class: inhibitors; 0.006% of 240,000 active; AID 2112, 2009;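 further: 0% = enzyme with vehicle and -100% = no enzyme basal signal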
#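 AC50 values come from Hill-equation fits of concentration-response data, normalized to no-enzyme and full-activity controls. Enzyme source: 1 ug human spleen homogenate; 1 mM fluorogenic 4-MU glucoside, pH 5.0 citrate buffer, 37 C, 40 min.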
# GLA spleen mod: qHTS Assay for Inhibitors and Activators of Human alpha-Galactosidase From Spleen Homogenate. 0.008% of 240,000 active. AID 2107, 2009. Alpha-galactosidase A (Homo sapiens), P06280. human spleen homogenate, 4MU-alpha-Gal fluorescence, 40 min. Potency, µM (titrated, usually from 80 µM), for the others: at the highest dose activity change, negative = inhibition, most hits filed as inhibitors;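 further: 0% = enzyme with vehicle and -100% = no enzyme basal signal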
# Target sequence (P06280 32-429 limits assumed): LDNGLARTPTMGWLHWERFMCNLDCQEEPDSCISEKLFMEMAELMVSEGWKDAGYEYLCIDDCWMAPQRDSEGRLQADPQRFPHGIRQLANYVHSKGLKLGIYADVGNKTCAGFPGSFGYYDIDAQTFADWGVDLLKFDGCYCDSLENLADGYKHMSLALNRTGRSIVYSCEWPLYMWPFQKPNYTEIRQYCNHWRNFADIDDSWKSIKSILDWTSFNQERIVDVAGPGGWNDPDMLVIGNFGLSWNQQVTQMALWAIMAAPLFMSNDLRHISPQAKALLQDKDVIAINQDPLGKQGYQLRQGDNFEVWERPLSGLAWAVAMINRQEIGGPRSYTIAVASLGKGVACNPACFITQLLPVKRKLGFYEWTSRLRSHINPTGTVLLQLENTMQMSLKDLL
#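 qHTS titration in buffer at pH 5.0. Alpha-galactosidase activity in spleen homogenate was measured via 4-methylumbelliferone release from 1 mM fluorogenic substrate after 40 min at 37C and a pH 10 stop. AC50 came from Hill fits of control-normalized data.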
# * hit, by the source's call; u = inconclusive; x = not tested or not shown; & = joins results of further samples; [ ] = dose if it differs, or a comment. Unless noted, the call rests on the fitted dose curve; in most records, active means well fitted curve in the direction sought with a large enough effect; inconclusive means small, poorly fitted or top-dose-only effect, or another doubt; inactive means no such curve, though single readings can be large; an effect the other way counts as inactive or inconclusive. Potency means the concentration at half of the fitted maximal effect. These rows are one share of the data, so the mix of outcomes need not match the whole.
# The line under a structure holds: GAA inh	GAA glycogen	ALDH1A1 inh	NPSR antag	Tau fluor cs	Epigenetic derep	GAA spleen mod	GLA spleen mod
- COc1cc(NC(=O)CN2c3ccccc3CC2C)cc(OC)c1OC (stereo unspecified)
 : 2.8%	-10.5%	-5.3%	-11.5%[46.1 µM]	-17.8%	1.8%	-5.5%	-2.3%
- Cc1cc(/C=C(\C#N)C(=O)NCc2cccs2)c(C)[nH]1
 : 12.2%	3.2%	u	5.2%	-7.4%	u	-0.3%	11.7%
- C/C(=N\N=C1\NC(=O)C(CC(=O)NCc2ccccc2)S1)C(C)C (stereo unspecified)
 : -0.5%	-0.4%	-6.6%	5.0%	0.5%	11.8%	-17.9%	6.9%
- COc1ccc(NC(=O)C/C(C)=N/NC(=O)c2ccncc2)c([N+](=O)[O-])c1
 : -2.8%	u	3.55µM*	4.9%	u	-1.1%	x	-4.0%
- CCOC(CNC(=O)CCc1c(C)nc2nc(C)nn2c1C)OCC
 : -1.8%	-0.7%	-0.5%	16.1%[46.1 µM]	-1.3%	0.0%	-7.8%	-5.8%
- CC(C)(C)OC(=O)Nc1ncnc2c1ncn2C1OC(CO)C2OC(C)(C)OC21 (stereo unspecified)
 : x	-3.8%	x	3.1%	-10.4%	1.7%	-7.2%	-1.9%
- COc1cccc(Nc2nc(N)nc(C(F)(F)F)n2)c1
 : -3.5%	-5.9%	-8.8%	26.0%[46.1 µM]	-8.6%	-1.4%	-17.2%	-18.9%
- COc1ccc(Oc2nccc(-c3ccccc3)c2C#N)cc1
 : -6.2%	-1.1%	u	-19.1%[46.1 µM]	-15.8%	1.3%	-20.3%	-3.7%
- O=C1CCN(S(=O)(=O)c2ccccc2)CCN1CCOCc1ccc(C(F)(F)F)cc1
 : x	2.3%	x	1.9%	-14.2%	1.1%	-4.3%	1.3%
- NC(=S)N/N=C/c1ccc(C(F)(F)F)cc1
 : -2.5%	-0.9%	19.6%	2.9%	-0.2%	-0.3%	3.2%	-0.7%
- O=C1CCC(NC(=O)c2ccccc2)C(=O)N1 (stereo unspecified)
 : -20.2%	0.7%	11.7%	-18.8%	-4.1%	1.1%	0.3%	-6.5%
- C=COCCNC(=O)Nc1ccc(Cl)cc1Cl
 : 0.7%	4.4%	12.2%	0.6%[46.1 µM]	-18.1%	0.0%	-20.8%	-3.6%
- CC1CCC2(CC1)NC(=S)N(C(C)(C)C)N2 (stereo unspecified)
 : x	9.5%	x	-21.3%	-18.3%	0.0%	0.8%	-18.8%
- Cc1cc(Nc2ccccc2)nc(NCc2ccccc2)n1
 : u	-3.1%	3.5%	2.5%[46.1 µM]	17.8µM*[quencher]	5.7%	-3.3%	7.7%
- CCCN1C(=O)SC(CC(=O)Nc2ccccc2C)C1=O (stereo unspecified)
 : 3.2%	1.6%	10µM*	7.0%	-0.9%	1.0%	-7.6%	0.5%

# Two entries from above in a different format.
SMILES: COc1ccc(Oc2nccc(-c3ccccc3)c2C#N)cc1
  GAA inh: -6.2%
  GAA glycogen: -1.1%
  ALDH1A1 inh: u
  NPSR antag: -19.1%[46.1 µM]
  Tau fluor cs: -15.8%
  Epigenetic derep: 1.3%
  GAA spleen mod: -20.3%
  GLA spleen mod: -3.7%

SMILES: O=C1CCN(S(=O)(=O)c2ccccc2)CCN1CCOCc1ccc(C(F)(F)F)cc1
  GAA inh: x
  GAA glycogen: 2.3%
  ALDH1A1 inh: x
  NPSR antag: 1.9%
  Tau fluor cs: -14.2%
  Epigenetic derep: 1.1%
  GAA spleen mod: -4.3%
  GLA spleen mod: 1.3%

# (continued)
# The line under a structure holds: GAA inh	GAA glycogen	ALDH1A1 inh	NPSR antag	Tau fluor cs	Epigenetic derep	GAA spleen mod	GLA spleen mod
- CCOC(=O)NN1C(=O)c2ccccc2NC1c1cccnc1 (stereo unspecified)
 : u	0.1%	u	25.6%	-7.7%	0.7%	4.3%	2.6%
- O=C(Nc1nc(-c2ccc(F)c(F)c2)cs1)c1cnccn1
 : x	4.2%	x	16.2%	-15.1%	-1.1%	-10.2%	4.3%
- Cc1cc(C)n(-c2nc(SCC(=O)O)c3c4c(sc3n2)COC(C)(C)C4)n1
 : x	-4.3%	x	-28.6%	11.8%	-1.1%	5.7%	14.3%
- COc1ccc(N(C(=O)c2ccco2)S(=O)(=O)c2cc(OC)ccc2OC)cc1
 : -14.4%	-8.0%	u	-22.5%[46.1 µM]	-6.4%	-1.1%	1.0%	0.6%
- COCCSc1nnc(NC(=O)CSCc2ccccc2)s1
 : 2.6%	5.3%	u	-15.2%[46.1 µM]	-4.4%	-2.0%	-8.1%	6.2%
- Cc1nnsc1NC(=O)OCc1ccc(C(C)(C)C)cc1
 : 0.7%	-2.4%	23.3%	3.7%[46.1 µM]	-9.6%	-0.2%	-9.3%	-0.3%
- O=C(Nc1ccc(NC(=O)c2sc3ccccc3c2Cl)cc1)c1ccco1
 : 8.4%	1.8%	u	-1.8%	-2.4%	-2.1%	-0.1%	2.9%
- Cc1[nH]nc2c1C(CCc1ccccc1)C(C#N)=C(N)O2 (stereo unspecified)
 : -1.2%	-3.8%	u	-15.1%[46.1 µM]	-5.6%	-1.6%	0.5%	6.5%
- O=C(Cn1cc2c(n1)CCCCC2)NCc1ccccn1
 : -2.1%	-17.1%	17.8%	-9.6%[46.1 µM]	-5.8%	1.4%	6.9%	-1.2%
- CCc1ccccc1NC1=NCC(=O)N1C1CCCC1
 : 0.0%	-12.2%	-6.2%	0.4%	-4.1%	1.5%	-1.1%	-2.6%
- COC(=O)Nc1ccc(S(=O)(=O)N2CCC(C(=O)N3CCCCC3C)CC2)cc1 (stereo unspecified)
 : 3.2%	-3.0%	16.3%	-6.2%	-6.0%	1.1%	-22.3%	3.3%
- Oc1ccc(Br)cc1C=Nc1ccc2c3c(cccc13)CC2
 : 13.5%	0.6%	u	-51.6%	-19.7%	3.55µM*	-0.4%	-0.2%
- Cc1cc(N)c2cc(NC(=O)/C=C/c3ccccc3Cl)ccc2n1
 : -9.1%	6.2%	-6.4%	u	-14.2%	-0.2%	-1.8%	-3.0%
- C#Cc1ccc([C@H]2C=C(C(=O)NC3CC3)O[C@@H](OCC)[C@@H]2CCCO)cc1
 : x	4.6%	-14.6%	6.4%	9.0%	0.7%	1.0%	1.1%
- Cc1c(C(=O)c2ccc(N(C)C)cc2)c2ccccn2c1CCC#N
 : -7.5%	-4.4%	15.8µM*	-24.7%	-26.5%	1.1%	-6.0%	4.2%

# More entries follow:
mol | GAA inh | GAA glycogen | ALDH1A1 inh | NPSR antag | Tau fluor cs | Epigenetic derep | GAA spleen mod | GLA spleen mod
COc1cc(/C=C/C(=O)O)cc(OC)c1OC | x | 1.8% | u | 19.9% | -1.7%&1.2% | -0.2%&0.1% | -5.6%&-0.8% | 10.5%&7.4%
Cc1ccc(SCc2ccc(C(=O)Nc3cc([N+](=O)[O-])ccc3C)cc2)cc1 | 1.2% | 6.2% | 8.3% | -23.7%[46.1 µM] | -27.4% | 1.7% | -4.8% | -6.1%
O=C(CSc1nnc(CNC(=O)c2c(F)cccc2Cl)o1)Nc1ccc2c(c1)OCCO2 | 0.9% | 2.7% | 17.8µM* | -19.5%[46.1 µM] | -10.6% | 15.3% | 6.5% | 2.8%
CCOc1cccc2sc(NC(=O)c3ccc(Br)s3)nc12 | -1.6% | -15.9% | -5.1% | u | -24.0% | 5.3% | -10.8% | 12.9%
CC1=C(C)C(OCCCl)N(c2cc(O)c(Cl)cc2F)C1=O (stereo unspecified) | x | 4.5% | x | -1.1% | -16.0% | 0.1% | 5.3% | 6.1%
Cc1ccc2cc3c(N)c(C(=O)Nc4c(C)[nH]c(=O)[nH]c4=O)sc3nc2c1 | 5.5% | 5.5% | 4.2% | -5.3% | u | u | -8.9% | -8.4%
COc1cc(NC(=O)C(=O)NCCN(C)C)c(OC)cc1Cl | 8.3% | -6.2% | 6.2% | -1.2% | -4.1%[2.34 µM] | -0.1% | -13.3% | -0.4%
O=C1N[C@@H](Cc2c[nH]c3ccccc23)C(=O)N[C@H]1Cc1c[nH]c2ccccc12 | x | x | 2.6% | x | -7.5% | 0.0% | 8.3% | 4.5%
Clc1ccc(-c2cc(-c3nnc4n3CCCCC4)c3ccccc3n2)cc1 | -0.6% | -0.3% | -2.6% | u | -5.2% | -0.9% | -7.9% | 1.3%
O=C1NC(=S)S/C1=C\c1cc2ccccc2nc1N1CCCCC1 | x | -2.2% | x | 21.1%[7.67 µM] | u | 1.1% | -3.9% | 4.1%
Nc1cc(Cl)ccc1Oc1ccc2ccccc2c1 | -1.0% | -5.1% | 1.6% | -10.8%[46.1 µM] | u | 0.0% | -17.1% | 1.9%
O=C(Nc1nc(-c2ccccc2)ns1)c1ccncc1 | x | -0.5% | x | -13.3% | 0.4% | 1.0% | 1.7% | 3.6%
CCCCN(C)CCNS(=O)(=O)c1ccc2c(c1)n(C)c(=O)c(=O)n2C | -2.6% | 18.3% | 7.0% | -3.4%[46.1 µM] | -10.4% | -0.2% | 3.5% | 3.2%
NNC(=O)c1csc(CS(=O)(=O)c2ccc(Cl)cc2)n1 | x | -14.1% | x | 9.2% | -1.1%[0.0958 µM] | 12.5% | 1.9% | 6.6%
Cc1ccc(S(=O)(=O)NCCCCCC(=O)Nc2ccccn2)cc1 | 0.8% | 5.4% | 22.4µM* | -11.6%[46.1 µM] | -7.4% | 1.0% | -9.6% | -8.4%
COc1cc(C(=O)Nc2cc(C(F)(F)F)ccc2Cl)cc(OC)c1OC | -2.2% | 0.4% | -2.0% | -11.6%[46.1 µM] | -15.0% | -1.9% | -4.1% | -1.7%
